# Compound activity from PubChem BioAssay.
# ELG1 repair inh – ELG1-dependent DNA repair inhibition | 330,000 tested, 2.3% active | Potency, µM (series often up to 46.1 µM), for the others: top-dose activity change, negative = inhibition, usual class: inhibitors | HEK293T ELG1-luciferase reporter, luminescence, 16 h; DNA damage induced by 5-fluorouridine; further: potency means the concentration at half of the fitted maximal effect; on the % scale 0 is the no-effect control and ±100 the full control effect; nearly all actives have a fitted effect of over 55% in size
#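 DMSO vehicle served as the neutral condition. Each well held 2,000 cells given 5-fluorouridine plus compound; after 16 hr at 37 °C/5% CO2, ONE-Glo was added and luciferase measured 30 min later.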
# p53 reactivation – re-activators of mutant p53; H1299 p53-A138V BP100-luciferase reporter, luminescence, 24 h; Potency, µM (doses to about 92.2 µM), for the others: at the highest dose activity change, positive = activation, most hits filed as activators; AID 504706; 320,000 tested, 0.063% active; further: potency means the concentration at half of the fitted maximal effect; % of control where 0% means no effect; nearly all actives have a fitted effect of over 45% in size
#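 H1299 (p53-null), stable ts p53-A138V + BP100-Luc; 1000 cells/well, Opti-MEM/10% FBS; cpd 4 pt, 1:5; 24 h, 37 deg C, 5% CO2; detection reagent 10 min RT; luminescence.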
# Integrin act MD – activates integrin-mediated alleviation for muscular dystrophy; AID 624291; alpha7betagal myoblasts, beta-gal FDG fluorescence, 48 h; 350,000 tested, 0.064% active; Potency, µM (titrated, usually from 38.3 µM), inactives show at the highest dose activation, hits mostly activators;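 further: potency means the concentration at half of the fitted maximal effect; 100% = response of the positive control SU9516; nearly all actives have a fitted effect of over 60% in size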
#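 Alpha7betagal+/- myoblasts (passage 13) were plated 16-24 hr, then exposed to compounds (1:260 dilution of DMSO stock) for 48 hours at 37C. After MPER lysis, β-galactosidase reporter activity was read as FDG fluorescence (ex 480/em 540) after 30 minutes.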
# MLL CXXC-DNA inh – MLL CXXC-DNA interaction inhibition; MLL-CXXC / FITC-HOXA9 DNA fluorescence polarization; Potency, µM (top dose mostly 115 µM), for inactives: at the highest dose activity change, negative = inhibition, most hits filed as inhibitors; 290,000 tested, 0.037% active; AID 2662; active means well fitted inhibition curve with a large enough effect in the polarisation, with a control signal flat, not every such curve was filed as active; inconclusive means small, poorly fitted or top-dose-only effect, or effect the other way, or a change in a side signal; inactive means no such curve, though single readings can be large or run the other way; the % refers to the polarisation; further: potency means the concentration at half of the fitted maximal effect
#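 Purified MLL-CXXC (added from a 7 uM solution) was preincubated 5 min at ambient with pinned compounds in 50 mM Tris-HCl pH 7.5, 50 mM NaCl, 1 mM DTT, 0.05% BSA. Fluorescein-labeled HOX-A9 DNA (50 nM solution) followed, 30 min, then polarization read.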
# TRPV1 agonist – agonists of human vanilloid receptor 1 (TRPV1). activation, % at 8.33 µM. AID 540275. TRPV1-expressing cells, Fluo-8 calcium influx, agonist mode. 320,000 tested, 0.19% active; in the data active means activation above about 80%; inconclusive means between about 30% and that limit; further: 0% is about no effect
#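 TRPV1-expressing cells were cultured overnight at 35.5C and loaded with Fluo-8 calcium dye for 40 to 90 min at room temperature. After a 10 s baseline, compound was added and calcium influx was read kinetically for 3 min (ex 480/em 520 nm).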
# BRCA1 expr act – increases BRCA1 expression; 380,000 tested, 1.1% active; Potency, µM (titrated, usually from 46.1 µM), for inactives: at the highest dose activation, hits mostly activators; MCF7-BRCA1-FFLuc reporter, luminescence, 48 h; response scale: scaled: vehicle 0%, 10 µM genistein 100%; AID 624202; further: potency means the concentration at half of the fitted maximal effect; nearly all actives have a fitted effect of over 80% in size; some results filed as inactive show a strong effect at the top dose
#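 MCF7-BRCA1-FFLuc cells, 2000/well in phenol-red-free MEM, attached 2 h then treated 48 h at 37 C. Luciferase luminescence read 15 min after reagent; normalized to genistein maximum activation (10microM) and DMSO, concentration-response fitted.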
# TCR activator – activates T cell receptor signaling; primary human leukocytes, anti-CD3, IL-2 HTRF, 48 h; Potency, µM (doses to about 9.22 µM), without a hit: at the highest dose activation of IL-2 secretion, hits mostly activators; 330,000 tested, under 10 active; further: % of control where 0% means no effect
#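 48 hr co-incubation of compounds, a-CD3 beads and primary human leukocytes; IL-2 quantified homogeneously by HTRF with anti-IL-2 K and d2 conjugates.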
# TSG101-PTAP inh – blocks PTAP/TSG101 interaction to inhibit HIV-1 budding. Q99816. Fluorescence polarization, FITC-PTAP peptide / Tsg101 binding. Potency, µM (doses to about 115 µM), without a hit: at the highest dose activity change, negative = inhibition, hits mostly inhibitors. 340,000 tested, under 10 active. AID 493005; active means well fitted inhibition curve with a large enough effect in the main read-out, with a control signal flat, not every such curve was filed as active; inconclusive means small, poorly fitted or top-dose-only effect, or effect the other way, or a change in a side signal; inactive means no such curve, though single readings can be large or run the other way; further: potency means the concentration at half of the fitted maximal effect; % of control where 0% means no effect
# Target sequence (Q99816 whole entry, looked up): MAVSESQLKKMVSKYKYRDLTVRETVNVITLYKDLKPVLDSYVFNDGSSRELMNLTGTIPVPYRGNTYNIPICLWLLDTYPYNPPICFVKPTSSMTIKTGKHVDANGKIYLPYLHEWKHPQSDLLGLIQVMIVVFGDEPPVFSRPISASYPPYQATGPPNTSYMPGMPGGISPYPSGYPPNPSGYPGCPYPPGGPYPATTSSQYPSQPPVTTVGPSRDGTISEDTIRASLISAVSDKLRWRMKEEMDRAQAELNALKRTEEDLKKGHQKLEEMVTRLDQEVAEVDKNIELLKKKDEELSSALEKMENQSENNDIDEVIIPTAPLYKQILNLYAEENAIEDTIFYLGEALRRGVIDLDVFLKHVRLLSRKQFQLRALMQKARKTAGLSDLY
#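 Compounds were pin-transferred onto Tsg101 binding domain (10 uM final) in HEPES pH 7.5 buffer, then FITC-PTAP peptide was added at 50 nM final. After 20 min at RT, polarization reported peptide displacement across a qHTS concentration series.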
# B2AR arrestin – recruits beta-arrestin to the human beta2-adrenergic receptor. beta-arrestin recruitment to beta2AR, cell-based reporter. 330,000 tested, 0.02% active. Potency, µM (series often up to 46.1 µM), for inactives: at the top dose activation, usual class: activators. P07550;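 further: potency means the concentration at half of the fitted maximal effect; 0% = DMSO controls and full agonism = EC100 isoproterenol or metaproterenol; nearly all actives have a fitted effect of over 65% in size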
# Target sequence (P07550 whole entry, looked up): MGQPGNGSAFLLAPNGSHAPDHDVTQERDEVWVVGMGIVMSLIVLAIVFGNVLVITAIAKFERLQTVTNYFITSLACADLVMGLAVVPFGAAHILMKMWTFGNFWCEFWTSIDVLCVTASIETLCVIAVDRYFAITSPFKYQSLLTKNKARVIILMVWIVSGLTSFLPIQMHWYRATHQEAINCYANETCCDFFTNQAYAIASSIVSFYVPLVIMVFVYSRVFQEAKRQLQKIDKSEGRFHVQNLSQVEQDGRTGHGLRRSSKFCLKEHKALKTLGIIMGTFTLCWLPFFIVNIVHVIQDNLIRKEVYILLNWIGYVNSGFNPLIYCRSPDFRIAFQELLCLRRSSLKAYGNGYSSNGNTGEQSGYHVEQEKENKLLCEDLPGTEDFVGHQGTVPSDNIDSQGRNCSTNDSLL
# AT treatment – potential ataxia-telangiectasia treatments restoring KAP-1 phosphorylation; […] A-T fibroblasts, KAP-1 phosphorylation AlphaLISA; neocarzinostatin DNA damage 30 min before lysis; 320,000 tested, 0.19% active; Potency, µM (highest dose often 57.5 µM), without a hit: at the highest dose activation, usual class: activators; further: potency means the concentration at half of the fitted maximal effect; % of control where 0% means no effect; nearly all actives have a fitted effect of over 45% in size
#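 hTERT-immortalized A-T patient fibroblasts ([…]), 500 cells/well in OPTI-MEM, 1% FBS, got compounds for 60 min, then NCS for 30 min at 37C. Lysates were then assayed for phospho-KAP-1 by AlphaLISA (anti-pKAP1 donor, anti-KAP1 acceptor beads), 6 hr at 25C.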
# * = called active by the depositor; ? = inconclusive; nt = no result given; [ ] = dose if it differs, or a comment. Unless noted, the call rests on the fitted dose curve; in most records, active means well fitted curve in the direction sought with a large enough effect; inconclusive means small, poorly fitted or top-dose-only effect, or another doubt; inactive means no such curve, though single readings can be large; an effect the other way counts as inactive or inconclusive. Not a hit list; about 3.8% have a hit in one of these screens.
SMILES,ELG1 repair inh,p53 reactivation,Integrin act MD,MLL CXXC-DNA inh,TRPV1 agonist,BRCA1 expr act,TCR activator,TSG101-PTAP inh,B2AR arrestin,AT treatment
CCN(C(=O)c1cc(S(=O)(=O)N2CCCCC2)c[nH]1)c1ccc(OC)cc1,?,nt,17%,-1%,8,-18%,3%,2%,-0.8%,-1%
O=C(O)C1C2C=CC(C2)C1C(=O)NCCCn1ccnc1 (centres undefined),0%,-2%,13%,0%,-1,13%,-7%,-8%,0.5%,3%
NC(N)=NS(=O)(=O)c1ccc(NC(=S)NC(=O)Cc2ccc(Cl)cc2)cc1,-3%,7%,20%,3%,-6,-10%,nt,-5%,0.0%,-1%
CCS(=O)(=O)NC(C)C(c1cccs1)N1CCN(c2ccc(F)cc2)CC1 (centres undefined),-26%,-1%,2%,6%,12,2%,0%,-8%,-0.2%,-9%
Cc1cc(C)c2c(N)c(C(=O)Nc3ccccc3Br)sc2n1,?,?,-2%,-6%,-6,35%,-1%,-1%,-0.1%,9%
Cc1nnc(SCC(=O)NC2CCCC2)n1-c1ccccc1,17%,6%,13%,nt,1,3%,-4%,2%,0.0%,-7%
O=C(CCNC(=O)c1ccccc1)OCC(=O)c1cccc(Cl)c1,11%,-2%,1%,4%,8,1%,-4%,-4%,0.2%,-4%
O=C(CSc1nnnn1C1CCCC1)Nc1ccccc1N1CCOCC1,12%,-3%,-23%,-6%,4,5%,6%,-3%,-0.3%,-1%
COc1ccc(NC(=S)NC(C)c2ccncc2)cc1OC (centres undefined),10%,12%,-17%,34%[activator],1,-11%,-1%,-1%,0.1%,-9%
CCc1nnc(NC(=O)CSc2nnc(-c3ccc(S(=O)(=O)N4CCCC4)cc3)n2CC)s1,?,-6%,19%,4%,3,0%,4%[46.1 µM],-7%,0.1%,4%
O=C(Nc1cccc2ccccc12)C(=O)C1C(=O)Nc2ccccc21 (centres undefined),-4%,6%,1%,-4%,-1,-61%,-6%,-1%,0.3%,-10%
OCC[C@@H]1C[C@H](O)[C@@H](O)[C@@]2(CCc3ccccc3CO2)O1,23%,15%,1%,0%,1,16%,-4%,-2%,0.3%,3%
N#CCC(=O)Nc1cc(C(F)(F)F)ccc1N1CCOCC1,-6%,-3%,15%,2%,-3,-8%,nt,0%,0.0%,2%
COc1ccc(OC)c(C2C3=C(CCCC3=O)Nc3nnnn32)c1 (centres undefined),16%,-15%,10%,3%,-6,-6%,0%[46.1 µM],2%,-0.2%,-3%
COc1ccc(OC(=O)Cc2cccc3ccccc23)cc1,9%,-67%[inhibitor],0%,-4%,19,-1%,10%,-2%,-0.7%,16%
CC1(C)CC(CCN)(Cc2ccccc2Cl)CCO1 (centres undefined),0%,1%,-26%,-4%,7,-15%,5%,-2%,0.6%,-1%
CCOc1ccc2[nH]c(=O)c(CN(Cc3nnnn3Cc3ccccc3)CC3CCCO3)cc2c1 (centres undefined),?,-8%,24%,9%,19,-6%,0%,-19%,-0.1%,-2%
O=C(O)c1ccc(-c2nnc(-c3ccccc3)o2)cc1,?,-3%,13%,-2%,-1,-21%,-1%,-6%,0.5%,0%
Cc1ccc2nc(NCCCO)[nH]c2c1,nt,nt,9%,nt,nt,27%,-1%,-2%,nt,nt
CCOC(=O)N1CCN(C(=O)COC(=O)CSc2ccc([N+](=O)[O-])cc2)CC1,15%,11%,26%,nt,-4,-20%,2%,-1%,-0.2%,2%
O=C(COC(=O)COc1ccc2c(c1)CCC2)Nc1ccccc1C(F)(F)F,3%,0%,21%,nt,nt,0%,0%,1%,0.5%,-5%
O=C(c1cc2c(=O)n3ccccc3nc2s1)N1CCN(c2cccc(Cl)c2)CC1,?,0%,4%,9%,1,-29%,-9%,0%,-0.1%,5%
CC(C)(O)P(C)(=O)c1ccccc1 (centres undefined),-8%,2%,21%,4%,-1,-28%,-1%,0%,0.0%,nt
CCOC(=O)c1cnc2c(cnn2C)c1NCCC#N,19%,3%,9%,-10%,5,7%,-2%,-4%,-0.2%,11%
COCCOC(=O)c1c(C)n(C)c2ccc(OC(=O)c3ccccc3F)cc12,25%,6%,8%,0%,13,0%,2%,-3%,-1.0%,-9%

# (next part)
SMILES,ELG1 repair inh,p53 reactivation,Integrin act MD,MLL CXXC-DNA inh,TRPV1 agonist,BRCA1 expr act,TCR activator,TSG101-PTAP inh,B2AR arrestin,AT treatment
O=C(NCCCCc1ccccc1)C1CC(c2cccc([N+](=O)[O-])c2)=NO1 (centres undefined),7%,-5%,-6%,-4%,11,2%,2%,-3%,0.2%,6%
Cc1ccc(C)c(NC(=S)N2CCCCCC2)c1,-2%,-1%,-7%,4%,0,-3%,-5%[46.1 µM],-6%,-0.6%,-7%
Cc1[nH][nH]c(=O)c1C(c1ccccc1[N+](=O)[O-])C(C#N)C#N (centres undefined),5%,1%,-30%,0%,-1,0%,1%,-4%,-0.1%,-3%
O=C1CCC(=O)N1CN(Cc1ccco1)CN1C(=O)CCC1=O,1%,-10%,?,-10%,-3,0%,0%,-5%,0.3%,-1%
Cn1cccc1C(=O)OCC(=O)c1ccc(Br)s1,?,?,6%,nt,nt,8.9µM*,-4%[46.1 µM],-1%,-1.4%,-3%
CN(Cc1ccccc1)C(=O)CCNS(=O)(=O)c1ccc2c(c1)oc(=O)n2C,16%,-6%,13%[7.66 µM],2%,1,-2%,-2%,-7%,0.0%,17%
N#CCC(=O)Nc1ccc(C(=O)N2CCN(c3ccccn3)CC2)cc1,-17%,1%,15%,6%,-3,2%,9%,-3%,-0.2%,-2%
Cc1ccc(S(=O)(=O)NC2CCCCC2)cc1C(=O)N1CCC(C(N)=O)CC1,7%,-5%,-3%,nt,2,6%,nt,-6%,-0.3%,15%
Cc1cccnc1NC(=O)CNC(=O)COc1ccccc1,4%,4%,6%,nt,1,0%,2%,-2%,0.2%,5%
Cc1cc(C)nc(-n2nc(C)cc2NC(=O)CNC2CCCCC2)n1,15%,-3%,-30%,-3%,1,2%,nt,-7%,?,13%
CCOC(=O)c1cccnc1SCC(=O)NC(C)CC (centres undefined),-3%,-8%,1%[7.66 µM],2%,1,0%,2%[46.1 µM],-4%,0.0%,2%
Cc1ccccc1OCC(=O)Nc1ccncc1,?,-12%,-18%,7%,10,2%,1%,-4%,-0.1%,8%
Cc1cccc(NS(=O)(=O)c2cc(C(=O)NCCC3=CCCCC3)ccc2Cl)c1,?,-3%,-24%,7%,0,-72%,nt,-4%,-0.8%,0%
O=C(Cc1nn[nH]n1)NCCC1=CCCCC1,1%,?,-6%,-3%,1,-12%,-5%,0%,0.4%,0%
CCC(/C=C1\Oc2ccc(OC)cc2N1C)=C\c1sc2ccccc2[n+]1CCCS(=O)(=O)[O-],nt,nt,-19%,nt,nt,-1%,-5%,?,nt,nt
c1ccc(-c2nnc3ccc(N4CCC5(CC4)OCCO5)nn23)cc1,?,-1%,-13%,37%[activator],20,-33%,3%,-3%,0.5%,2%
CCN(CC1CCCN(CCc2cccc(F)c2)C1)C(=O)c1cc2ccccc2o1 (centres undefined),-1%,13%,-48%[inhibitor],15%,19,-22%,6%,-4%,-0.2%,0%
Cc1ccc(C)c(OCC(=O)Nc2ccccc2C(=O)NC2CC2)c1,12%,6%,-7%,25%,2,-20%,-5%,0%,-1.1%,2%
O=C1NC2c3ccccc3C(=O)N2c2c1cnn2-c1ccccc1 (centres undefined),?,29%,6%,1%,0,-57%,3%[46.1 µM],-6%,0.1%,2%
Cc1cc(=O)[nH]c(-c2ccccc2)n1,5%,-7%,25%,4%,0,9%,1%,-2%,-0.1%,-6%
Cc1ccc(O)c(C(=O)c2cnc3c(c2)COc2ccccc2-3)c1,16µM*,17%,2%,-5%,-2,25%,-5%[46.1 µM],-3%,-0.2%,5%
O=c1[nH]c2ccccc2[nH]c1=O,-29%,-3%,-10%,4%,0,-7%,4%,-1%,-0.3%,4%
CC(C)Oc1cccc(C(=O)NC(=S)NCc2cccnc2)c1,?,4%,-12%,-1%,0,-18%,1%[46.1 µM],-1%,-0.7%,-2%

# Arranged by value in B2AR arrestin (lowest first): some entries from above
SMILES | p53 reactivation | Integrin act MD | MLL CXXC-DNA inh | TRPV1 agonist | TCR activator | TSG101-PTAP inh | B2AR arrestin
O=C1NC2c3ccccc3C(=O)N2c2c1cnn2-c1ccccc1 (centres undefined) | 29% | 6% | 1% | 0 | 3%[46.1 µM] | -6% | 0.1%
O=C(NCCCCc1ccccc1)C1CC(c2cccc([N+](=O)[O-])c2)=NO1 (centres undefined) | -5% | -6% | -4% | 11 | 2% | -3% | 0.2%
O=C(Cc1nn[nH]n1)NCCC1=CCCCC1 | ? | -6% | -3% | 1 | -5% | 0% | 0.4%
